High-throughput results as filed in PubChem.
PfG6PD inh: PfG6PD (Plasmodium falciparum) enzyme inhibition; PfGluPho enzyme, NADPH resazurin-diaphorase fluorescence; 350,000 compounds, 0.78% hits; inhibition, % at 20 µM;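 active means inhibition reaching at least a set limit at 20 µM in the primary screen, cut at about 59% in these data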;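 further: 0% = DMSO wells with substrate and 100% = DMSO wells lacking glucose-6-phosphate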
SENP1 FRET inh: SENP1 (human) catalytic domain inhibition; Q9P0U3; recombinant SENP1 catalytic domain, CyPet-SUMO1-YPet FRET cleavage; inhibition, % at 10 µM; 360,000 compounds, 0.21% hits; AID 624204;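 active means inhibition at least 30% at 10 µM, raw YFP signal under a set limit, fluorescence ratio 0.5 to 1.5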;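 further: 0% = enzyme with DMSO and 100% = no enzyme wells; some results filed as inactive read as strong as hits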
Target sequence (Q9P0U3 419-644 limits assumed): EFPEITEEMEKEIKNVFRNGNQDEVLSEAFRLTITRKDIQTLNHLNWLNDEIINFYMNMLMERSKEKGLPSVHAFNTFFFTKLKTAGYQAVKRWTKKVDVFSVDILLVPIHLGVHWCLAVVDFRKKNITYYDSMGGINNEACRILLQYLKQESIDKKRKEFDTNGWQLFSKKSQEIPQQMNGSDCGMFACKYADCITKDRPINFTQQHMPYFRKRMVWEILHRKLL
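Compound: 10 µM single point, 0.5% DMSO; Test system: hSENP1 catalytic domain, recombinant; Timing: 50 min reaction at room temperature; Technique: FRET, CFP and YFP emission; Control set: no-enzyme wells low, DMSO-plus-enzyme wells high control.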
HKDC1 inhibitor: inhibitors of human hexokinase HKDC1; AID 493160; inhibition, % at 20 µM; recombinant HKDC1, G6PDH/diaphorase resazurin coupled fluorescence; 340,000 compounds, 0.16% hits;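 active means inhibition above about 35% when tested at 20 µM, limit read from the data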;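 further: plate controls were DMSO wells with enzyme for no effect and DMSO wells lacking enzyme for full effect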
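Test system: Recombinant HKDC1 (HK5) hexokinase enzyme, produced in-house | Input: HKDC1 at 5 µg/mL | Buffer or medium: Tris pH 8.0 buffer with MgCl2, Tween-20, BSA, BME | Schedule: 90 min reaction incubation at room temperature, dark | Technique: Resazurin-to-resorufin fluorescence via G6PDH and diaphorase coupling, 525/613 nm | Controls: DMSO wells with and without enzyme mix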
SENP8 block-1: SENP8 (human) protease inhibition; 360,000 compounds, 0.64% hits; AID 602440; Q96LD8; inhibition, % at 20 µM; recombinant SENP8, Nedd8 substrate fluorescence; in the data active means inhibition mostly above about 40%, no sharp cut-off; inactive means mostly below about 27%
Target sequence (Q96LD8 whole entry, looked up): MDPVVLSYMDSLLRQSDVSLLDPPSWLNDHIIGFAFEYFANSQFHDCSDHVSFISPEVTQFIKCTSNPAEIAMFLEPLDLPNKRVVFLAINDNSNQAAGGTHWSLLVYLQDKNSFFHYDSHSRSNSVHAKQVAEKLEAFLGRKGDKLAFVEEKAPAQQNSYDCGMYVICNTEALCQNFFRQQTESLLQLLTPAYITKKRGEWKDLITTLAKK
UBC13 inh: human UBC13 polyubiquitination inhibition. P61088. UBC13 polyubiquitin chain formation, TR-FRET. inhibition, % at 20 µM. 330,000 compounds, 0.47% hits; in the data active means inhibition above about 45%, passing the limit was not always enough
SENP7 inh: SENP7 protease inhibition | recombinant SENP7, Z-RLRGG-aminoluciferin luminescence, 40 min | inhibition, % at 5 µM | Q9BQF6 | 330,000 compounds, 1.5% hits;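 active means inhibition above about 50% at the single test dose, limit read from the data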;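 further: plate controls were DMSO with enzyme for no effect and no enzyme buffer wells for full effect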
Target sequence (Q9BQF6 706-1050 limits assumed): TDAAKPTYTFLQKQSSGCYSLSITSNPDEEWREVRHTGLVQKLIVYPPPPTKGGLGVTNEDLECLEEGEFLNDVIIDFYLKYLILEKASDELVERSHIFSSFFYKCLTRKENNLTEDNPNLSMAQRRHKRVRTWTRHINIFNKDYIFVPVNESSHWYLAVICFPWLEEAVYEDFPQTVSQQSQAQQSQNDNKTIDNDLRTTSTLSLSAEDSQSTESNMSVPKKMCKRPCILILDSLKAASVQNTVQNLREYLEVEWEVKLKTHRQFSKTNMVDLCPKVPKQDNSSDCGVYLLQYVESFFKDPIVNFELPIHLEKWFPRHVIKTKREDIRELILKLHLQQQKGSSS
SENP6 inh: inhibitors of human SENP6 protease; inhibition, % at 10 µM; Q9GZR1; Recombinant SENP6 catalytic domain, aminoluciferin luminescence; 330,000 compounds, 1.8% hits;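 active means inhibition above about 50% at the single tested dose, limit read from the data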;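 further: plate controls were DMSO wells with enzyme for no effect and DMSO wells lacking enzyme for full effect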
MIN6 prolif: inducers of beta-cell replication in MIN6 cells | MIN6 cells proliferation, ATPlite luminescence, 48 h; cells starved in 0.2% serum; 100% = growth in 10% serum | proliferation, % at 10 µM | 330,000 compounds, 0.29% hits;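 active means compounds whose signal lies at least 3.5 SD above the mean of all wells on their plate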;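 further: 0% = DMSO-treated cells in low-serum medium and 100% = 10% serum control; some compounds called inactive have numbers as strong as hits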
SENP8 block-2: inhibitors of human SENP8 protease; purified SENP8, Z-RLRGG-aminoluciferin cleavage, luminescence; 330,000 compounds, 1.2% hits; AID 2540; inhibition, % at 10 µM; in the data active means inhibition above about 50%
* marks the source's active call; other numbers are inactive results; . = no result given; & = joins results of further samples; ! = a repeat was not active.

SMILES	PfG6PD inh	SENP1 FRET inh	HKDC1 inhibitor	SENP8 block-1	UBC13 inh	SENP7 inh	SENP6 inh	MIN6 prolif	SENP8 block-2
COc1ccccc1-c1sc2cc3c(cc2c1C#CCO)OCO3	16	-10	3	-407	-18	-1	-4	-6	-7
Cc1ccc(-n2c(Cn3nc(C(F)(F)F)cc3C)n[nH]c2=S)cc1	29	2	-4	14	-18	-9	14	-1	0
CCN(CC)S(=O)(=O)c1cccc(NC(=O)COc2ccc(Cl)cc2Br)c1	15	0	-3	16	-2	-7	-2	-2	-3
CCN1C(=O)C(CC(=O)NCc2ccc(Cl)cc2)N(CC)C1=O (stereo not drawn)	-3	2	-8	18	-3	-3	-4	2	-5
O=C(O)C1CCCN1C(=O)NC1CCCCC1 (stereo not drawn)	-9	1	3	9	0	-8	-16	-3	-8
COc1cccc(CNn2cn[nH]c2=S)c1OCc1ccccc1	27	1	2	23	-6	-6	-4	4	-5
Cc1oc(-c2ccc(Cl)cc2)[n+]([O-])c1C	-9	2	2	11	4	3	-6	-2	-5
COc1ccc(-n2nc(C(=O)O)c3ccccc3c2=O)cc1	-12	3	-2	-10	-2	-1	-8	0	-2
Cc1[nH][nH]c(=O)c1C(c1c(C)[nH][nH]c1=O)c1cn(Cc2ccc(Cl)c(Cl)c2)c2ccccc12	22	-4	3	73*	.	.	.	.	.
CC(=O)c1ccc(NC(=O)CSc2nc(Nc3ccccc3)nc(N3CCOCC3)n2)cc1	9	1	-1	-6	-2	10	-16	3	-8
CCCN=C1NC(=O)C(CC(=O)NCCc2ccc(OC)c(OC)c2)S1 (stereo not drawn)	-2	2	-3	16	-4	8	-8	1	5
COc1ccccc1C(=O)NNC(=O)C(=O)NC(C)(C)C	4	1	-10	3	10	-3	-6	0	-3
CCOC(=O)N1CCN(S(=O)(=O)c2cc(-c3nn4c(C)nnc4c4ccccc34)ccc2C)CC1	-4	-83	2	-30	2	-11	-9	-4	-12
Cc1cc(C(=O)N/N=C\C(Br)=C\c2ccccc2)c(C)o1	14	0	2	3	1	21	54*	-5	39
COc1ccc(NS(=O)(=O)c2cc(NC(=O)c3cnc(C)cn3)ccc2N2CCCCC2)cc1	8	1	-5	16	2	-4	-13	0	-6
N#CCCn1nc(-c2ccc(Cl)cc2)cc1Nc1ccccc1NC(=O)C(F)(F)F	1	1	-33	11	8	-2	-11	-2	1
COc1ccc(N2Cc3cccc(C(=O)N4CCN(C(=O)c5ccco5)CC4)c3C2=O)cc1	14	0	19	-78	-30	4	-4	-3	-2
Cc1csc2nc(CSc3ccc(Cl)cc3)cn12	38	-3	-12	11	12	53*	80*	-3	46
C=CCNCCOCCOc1ccccc1-c1ccccc1	3	0	-6	5	12	2	11	1	4
OC(c1cccc(Cl)c1)c1nccc2ccccc12 (stereo not drawn)	-17	-1	-2	7	-1	8	3	2	-5

Reprinted from the part before: five entries, then new ones.
SMILES	PfG6PD inh	SENP1 FRET inh	HKDC1 inhibitor	SENP8 block-1	UBC13 inh	SENP7 inh	SENP6 inh	MIN6 prolif	SENP8 block-2
N#CCCn1nc(-c2ccc(Cl)cc2)cc1Nc1ccccc1NC(=O)C(F)(F)F	1	1	-33	11	8	-2	-11	-2	1
COc1ccc(N2Cc3cccc(C(=O)N4CCN(C(=O)c5ccco5)CC4)c3C2=O)cc1	14	0	19	-78	-30	4	-4	-3	-2
Cc1csc2nc(CSc3ccc(Cl)cc3)cn12	38	-3	-12	11	12	53*	80*	-3	46
C=CCNCCOCCOc1ccccc1-c1ccccc1	3	0	-6	5	12	2	11	1	4
OC(c1cccc(Cl)c1)c1nccc2ccccc12 (stereo not drawn)	-17	-1	-2	7	-1	8	3	2	-5
CCCN(CCC)CCCNc1ccc(C(=O)Nc2cccc(OC)c2)cc1[N+](=O)[O-]	21	3	-4	35*	-41	-16	-9	-3	-6
COCC(=O)N1CCC(Oc2ccc(C(=O)NCc3cc(C(C)C)no3)cc2)CC1	1	0	1	10	-7	0	9	-5	-1
COc1cc2c(cc1OC)-c1cc(NC3CCCCCC3)nc(=O)n1CC2	4	-18	7	-308	14	0	-6	5	-6
COc1nccc(C(F)(F)F)c1C(=O)NC(=O)Nc1ccccc1	5	4	-2	-6	5	2	24	0	24
Cn1cnnc1SCC(=O)c1cc2ccccc2o1	-2	-5	-11	-10	-9	0	11	-3	0
COc1ccc(C(=O)NCc2cn3ccsc3n2)cc1OC	17	-1	-4	3	-2	3	14	3	-4
COc1ccccc1S(=O)(=O)CC(O)COc1ccccc1Cl (stereo not drawn)	0	-4	-6	10	-3	10	-11	1	-7
Cc1cc2ccccn2c1C(=O)c1ccc(S(=O)(=O)N(C)C)cc1	-19	4	1	17	-14	1	-8	-1	-1
O=C(CSc1nncn1-c1cccnc1)Nc1cccc(C(F)(F)F)c1	9	-10	4	7	4	-2	-12	-3	4
Cc1c(NC(=O)C(C)OC(=O)c2ncc(Cl)c(Cl)c2Cl)c(=O)n(-c2ccccc2)n1C (stereo not drawn)	-9	2	0	4	1	1	-10	-1	6
Cc1ccc(S(=O)(=O)NCC(=O)OCC(=O)c2ccc(Br)s2)cc1	-2	0	6	18	-1	0	-13	0	-1
COC(=O)c1ccccc1NC1=C/C(=N\S(=O)(=O)c2cccs2)c2ccccc2C1=O	101*	5&3	39*!	53*!	-66	52*	63*	-7	89*
COC(=O)c1ccccc1OCCCN(C)C	-8	2	-7	5	0	-1	3	0	-2
Clc1ccccc1-c1nn2c(-c3ccccn3)nnc2s1	-18	3	-4	5	5	-5	-15	0	0
COc1cc(/C=C(\C#N)C(=O)NCC2CCCO2)c([N+](=O)[O-])cc1OC (stereo not drawn)	-4	-31	0	-48	-3	-4	13	-2	0
COc1cc(NC(=O)N[C@@H](Cc2c[nH]c3ccccc23)C(=O)O)c(C(=O)O)cc1OC	-13	3	-1	-190	8	-4	-2	3	2
CCCCC(=O)/C=C/n1c(=S)oc2ccccc21	7	0	22	21	-4	-23	18	-6	-34
O=S(=O)(Cc1ccccc1)Nc1ccc(F)cc1	3	0	-2	15	0	5	-26	-2	8
CS(=O)(=O)N1CCN(c2ccccc2[N+](=O)[O-])CC1	2	0	-11	12	-2	-3	-13	1	-7
CC(=O)Nc1ccc(NC(=O)c2cccc3c2-c2ccccc2C3=O)cc1	11	0	-9	11	-17	7	14	-1	5

Records above that bear a hit mark in SENP7 inh.
Molecule | PfG6PD inh | SENP1 FRET inh | HKDC1 inhibitor | UBC13 inh | SENP7 inh | SENP6 inh | SENP8 block-2
Cc1csc2nc(CSc3ccc(Cl)cc3)cn12 | 38 | -3 | -12 | 12 | 53* | 80* | 46
COC(=O)c1ccccc1NC1=C/C(=N\S(=O)(=O)c2cccs2)c2ccccc2C1=O | 101* | 5&3 | 39*! | -66 | 52* | 63* | 89*

More results:
SMILES	PfG6PD inh	SENP1 FRET inh	HKDC1 inhibitor	SENP8 block-1	UBC13 inh	SENP7 inh	SENP6 inh	MIN6 prolif	SENP8 block-2
CCC(=O)NC(Nc1sc2c(c1C(=O)OC)CCCC2)(C(F)(F)F)C(F)(F)F	-10	2	-4	43*	3	-1	-8	-3	0
COc1ccc(OC(C)C(=O)Nc2ccccc2F)cc1 (stereo not drawn)	-9	-1	-2	8	-7	-2	-38	-3	-9
CC(C)c1csc(CN2CCN(Cc3ccccc3)C(CCO)C2)n1 (stereo not drawn)	9	0	-1	-7	1	2	21	-3	10
Cc1cc(C(C)(C)C)cc(C)c1S(=O)(=O)N1CC(=O)Nc2ccccc21	-6	0	8	17	-13	-2	2	-2	-5
O=C(COC(=O)c1ccc(F)cc1)NCC1COc2ccccc2O1 (stereo not drawn)	-13	3	-3	16	-1	4	-6	-4	-2
CC1CCN(C(=O)C2CCN(C(=O)c3cc4sccc4n3Cc3ccc(F)cc3)CC2)CC1	-3	-2	0	1	-7	-2	-19	-1	-7
O=C(NCC1CCOCC1)c1cc(COc2ccc(F)cc2F)on1	-4	1	-3	4	8	3	-11	-4	5
Cc1ccc(C(=O)COC(=O)c2cn3ccccc3n2)cc1	4	1	-9	2	5	-4	-14	-2	-11
O=C(NCC(c1cccnc1)N1CCN(c2ccccc2F)CC1)c1cccc(Cl)c1 (stereo not drawn)	5	-2	-4	20	7	-2	-34	-3	1
CCN(C(=O)COC(=O)c1n[nH]c2ccccc12)c1ccccc1	-5	-5	-3	0	-12	0	-6	1	-1
